Dynein cargo inh: inhibitors of GR-EGFP nuclear translocation, primary screen, dynein cargo transport inhibitor project, imaging, high-content, 3617.4 mouse cells | test concentration mostly 20 µM; stimulated with dexamethasone, 1 µM; active compounds read low | z-score, hits read low | hit rate 0.47% among 220,000;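 active = plate z-score of nuclear minus cytoplasmic receptor signal below a set negative limit, without overly bright fluorescence or cell loss, cut at about -3.5 in these data, passing the limit was not always enough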;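 also: z-score of nuclear minus cytoplasmic ring GR-EGFP intensity difference per well; some compounds called inactive have numbers as strong as hits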
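Buffer or medium – tet-free medium with charcoal-stripped serum · Signal – automated 10x imaging of fixed Hoechst-stained cells · Also added – dexamethasone agonist, 1.0 µM final, for 30 min · Incubation – induction 48 h, compound 1 h, agonist 30 min · Read-out – GR-EGFP nuclear translocation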
Autophagy mod: autophagy modulators in MEF cells, primary screen, imaging, high-content, MEF GFP-LC3 | MEF GFP-LC3 puncta imaging; test concentration mostly 10 µM | calls only at 10 µM (by protocol) | hit rate 0.98% among 190,000;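 active = percentage of spot-positive cells more than 3 SD above its plate mean, without a fluorescence outlier flag or 80% toxicity; inconclusive = no clear call, values can overlap the other calls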;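 also: spot-positive cell cutoff set from DMSO-treated cells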
Insulin prom up: insulin promoter activators in MIN6 cells, imaging, high-content screening, mouse beta cells; MIN6 insulin promoter-GFP reporter; active compounds read high; z-score at 5 µM; hit rate 0.3% among 190,000; AID 1625, 2009;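 active = z-score above 3 at 5 µM with at least 500 cells counted in the well; inconclusive = wells under 500 cells, flagged as cytotoxic or low count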
M17LAP inhibition: P. falciparum M17LAP inhibitors, primary screen, biochemical, fluorogenic H-Leu-NHMec substrate, 1536-well (AID 1619). inhibition, % at 30 µM, or IC50 in µM where a hit was titrated. Leucine aminopeptidase (Plasmodium falciparum (isolate 3D7)). recombinant M17LAP, H-Leu-NHMec fluorogenic kinetic assay; higher % means a stronger effect. hit rate 0.38% among 220,000;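 active = compound inhibiting the enzyme by more than half at any dose during confirmatory dose-response retesting; inconclusive = strong single-dose inhibitors picked by rank but not retested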;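 also: plate controls were full reaction with DMSO carrier for no effect and no enzyme background for full effect; strong numbers were not always called active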
P. falciparum M1AAP: P. falciparum M1AAP inhibitors, biochemical, fluorogenic H-Leu-NHMec substrate, 1536-well (AID 1445) | recombinant M1AAP, H-Leu-NHMec fluorogenic kinetic assay; higher % means a stronger effect | inhibition, % at 30 µM, or IC50 in µM where a hit was titrated | hit rate 0.42% among 220,000;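 active = primary inhibition above the hit cutoff, then over 50% inhibition at one or more dose response concentrations, cut at about 23% in these data, passing the limit was not always enough; inconclusive = conflicting primary data, or primary hits not chosen for dose response; inactive = low primary inhibition, or under 50% at every dose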;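 also: plate controls were DMSO full reaction for no effect and no enzyme background for full effect; strong numbers were not always called active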
MT stabilize HCS: microtubule stabilizers in HeLa cells, primary screen, imaging, high-content imaging; HeLa tubulin immunostaining HCS, 24 h; share of cells brighter than vehicle mean+2SD; % tubulin-high responders, % at 10 µM; hit rate 0.83% among 200,000;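 active = plate Z-score above 3 for both tubulin-high and condensed-nucleus cell shares, with cell loss under 80%, at 10 µM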;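 also: anti alpha tubulin signal scored within the nucleus-defined area of each cell; some results filed as inactive read as strong as hits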
Lipid droplet: inhibitors of hepatocyte lipid droplet formation, primary screen, imaging, high-throughput imaging, BODIPY stain | AML12 mouse hepatocytes, oleate lipid droplets | hit rate 0.4% among 240,000 | inhibition, % at 6.5 µM;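 active = lipid droplet intensity inhibited by at least 50%, with more than 500 cells counted; inconclusive = wells with under 300 cells, treated as cytotoxic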
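Test system: AML12 mouse liver cells; schedule: overnight exposure; technique: high-content imaging of BODIPY-stained droplets and DAPI nuclei; read-out: % inhibition of corrected integrated BODIPY droplet signal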
ER stress rescue: rescue of cells from ER stress-induced death, primary screen, 384-well, CSM14.1, thapsigargin, ATP luminescence (AID 1222); CSM14.1 thapsigargin-induced death rescue, ATP luminescence; higher % means a stronger effect; cellular ATP content (survival), % at 20 µM; hits with a dose series show EC50 in µM; 190,000 tested, under 10 active;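 active = EC50 below 50 µM in the dose-response confirmation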;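 also: death triggered by thapsigargin at about 15 µM added after 2 h compound pretreatment; cell ATP read after overnight thapsigargin exposure of roughly 18 to 22 hours; normalized against plate controls of thapsigargin alone and 5% DMSO vehicle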
Yfh1-depleted yeast: enhancers of respiration in Yfh1-depleted yeast, dose response, Friedreich's ataxia, plus single-dose screen (AID 1465); S. cerevisiae Yfh1-off respiration, WST-1 reduction, 72 h; higher fold induction means a stronger effect; fold induction at 50 µM; hits with a dose series show EC50 in µM; hit rate 0.074% among 220,000;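 active = fold induction of absorbance versus untreated yeast above a set limit, then at least 30% activation at any dose in follow-up; inconclusive = repeats straddling the limit, or above it without dose testing; inactive = fold induction below the set limit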;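 also: activators that raise dye reduction in frataxin-depleted yeast; strong numbers were not always called active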
Dynein cargo inh cytoplasmic EGFP: also measured in Dynein cargo inh; calls as there; z-score; measured here: cytoplasmic GR-EGFP intensity; active compounds read high
Dynein cargo inh nuclear GR-EGFP: further read-out of Dynein cargo inh, marked with its call; z-score; measured here: nuclear GR-EGFP intensity;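 lower value marks the stronger effect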
Dynein cargo inh cell count: recorded beside Dynein cargo inh, whose call it bears; z-score; measured here: cell count per field
Insulin prom up cell count: second read-out of Insulin prom up, no call of its own (marks repeat the call); cell count; measured here: cytotoxicity, nuclei count;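 total cells summed across four imaged fields per well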
Lipid droplet cells 6.5 µM: recorded beside Lipid droplet, whose call it bears; cell count; measured here: cell count, cytotoxicity flag;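 cells counted across two imaged fields per well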
MT stabilize HCS Hoechst-high %: further read-out of MT stabilize HCS, marked with its call; % Hoechst-high responders; measured here: nuclear condensation Hoechst responders;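 share of cells brighter than vehicle mean plus two SD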
MT stabilize HCS cytotoxicity %: second read-out of MT stabilize HCS, no call of its own (marks repeat the call); toxicity, %; measured here: cytotoxicity by cell density;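 0% = mean cell density of plate MIN control wells and 100% = no cells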
Autophagy mod cell loss 18 h: recorded beside Autophagy mod, whose call it bears; toxicity, %; measured here: cell loss, nuclei count;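 cell loss after 18 h compound exposure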
* = called active by the depositor; i = inactive; ? = inconclusive; . = not tested or not shown.

SMILES | Dynein cargo inh | Dynein cargo inh cytoplasmic EGFP | Dynein cargo inh nuclear GR-EGFP | Dynein cargo inh cell count | Autophagy mod | Autophagy mod cell loss 18 h | Insulin prom up | Insulin prom up cell count | M17LAP inhibition | P. falciparum M1AAP | MT stabilize HCS | MT stabilize HCS Hoechst-high % | MT stabilize HCS cytotoxicity % | Lipid droplet | Lipid droplet cells 6.5 µM | ER stress rescue | Yfh1-depleted yeast
CCCCCCn1c(Br)nc2c1c(=O)n(C)c(=O)n2C | -0.39 | -0.19 | -0.27 | 0.29 | i | 3 | 0.78 | 1487 | 6% | 0% | 5.2 | 3.7 | 7.7 | -19 | 676 | -0.5% | i
Cc1noc(C)c1-c1nc(CS(=O)(=O)c2ccc(Cl)cc2)no1 | -0.024 | -0.22 | -0.054 | 1 | . | . | 0.27 | 1401 | -6% | 7% | . | . | . | 38 | 685 | . | i
O=C(O)C1CCN(c2nc(-c3ccccc3)nc3c2oc2ccccc23)CC1 | -0.63 | -0.18 | -0.32 | 1.5 | i | -11 | 0.4 | 1114 | 30µM* | 3% | 1.4 | 1.5 | 7.3 | . | . | -0.5% | i
Cc1cc(=O)oc2cc(OCC(=O)OCC(=O)Nc3ccccc3C(C)C)ccc12 | -0.9 | -0.21 | -0.72 | 0.81 | i | 11 | -0.48 | 1512 | -34% | 0% | 2.8 | 3.2 | 3.4 | 23 | 689 | -1.2% | i
CCOC(=O)N1CCN(C(=O)C2CCN(S(C)(=O)=O)CC2)CC1 | -0.81 | -0.25 | -0.2 | 0.075 | i | -2 | -0.03 | 1305 | -9% | 9% | 2.7 | 1.6 | 2.2 | -8 | 735 | -2.7% | i
COc1ccc(-c2nnc(SCC(=O)NC(C)C)n2CC2CCCO2)cc1OC (centres undefined) | 1 | -0.065 | 1.2 | -1.1 | i | 14 | 0.22 | 1192 | 1% | 1% | 2.6 | 2.7 | 3.9 | . | . | 0.3% | i
Cc1ccc(N=C2NC(=O)/C(=C\c3ccsc3)S2)c(C)c1 | -0.69 | -0.27 | -0.72 | 0.85 | i | -4 | 1.1 | 1246 | -11% | 10% | 2.6 | 3.1 | 5.0 | 20 | 690 | -1.6% | i
CC(C)=CCN1CCN(Cc2c(C)nn(C)c2Cl)CC1CCO (centres undefined) | -0.94 | -0.061 | -0.2 | 0.81 | i | -2 | . | . | 9% | 2% | 1.7 | 1.1 | 1.1 | 0 | 614 | -1.0% | i
CCN(CC)S(=O)(=O)c1ccc(N2CCCC2)c(NS(=O)(=O)c2cccs2)c1 | 0.047 | -0.32 | -0.47 | -0.2 | i | -1 | 0.88 | 1558 | 6% | 1% | 0.9 | 1.1 | 2.1 | -14 | 659 | -1.3% | i
CCSc1nnc(NC(=O)C2C3CCC(C3)C2C(=O)O)s1 (centres undefined) | -0.84 | 0.48 | -0.46 | 0.63 | i | -2 | 0.62 | 1446 | 2% | 8% | 1.6 | 1.3 | 6.1 | -8 | 677 | 1.4% | i
COc1nc(N)nc(CC(=O)C2CC2)n1 | -0.3 | -0.19 | 0.11 | -0.59 | i | 24 | -0.47 | 1534 | -14% | 4% | 4.9 | 3.2 | 7.6 | . | . | 1.7% | i
CCOC(=O)Cc1nnc(NC(=O)C(CC)Sc2nnc3c4ccccc4n(C)c3n2)s1 (centres undefined) | -0.17 | -0.24 | 0.45 | -0.59 | i | 0 | -1.2 | 1323 | -6% | 23%* | 5.0 | 1.9 | 84 | 7 | 673 | 1.0% | i
O=C(NCC(=O)N(Cc1ccco1)C(C(=O)NC1CCCC1)c1cccnc1)c1ccco1 (centres undefined) | 0.22 | -0.26 | 0.023 | 0.4 | i | -2 | . | . | 5% | 0% | 2.1 | 1.8 | 6.5 | . | . | . | i
CN1/C(=C\C(=O)COC(=O)Cn2nnc(-c3ccccc3)n2)C(C)(C)c2ccccc21 | 1.8 | 0.013 | 0.78 | -0.97 | i | 11 | ? | . | -3% | 5% | 3.4 | 2.1 | 5.3 | . | . | -1.0% | i
CCS(=O)(=O)N1CCN(Cc2c[nH]c3ccccc23)CC1 | -0.19 | -0.19 | -0.63 | 0.65 | i | -7 | -0.21 | 1266 | 8% | 5% | 2.3 | 1.6 | 7.1 | -8 | 681 | -0.5% | i
O=C(NN=C1CCC(=NNC(=O)c2cccnc2)CC1)c1cccnc1 | 0.021 | -0.35 | 0.098 | 0.67 | i | 4 | 0.03 | 1483 | 21% | 12% | 1.8 | 2.0 | 6.5 | 9 | 729 | -1.5% | i
CS(=O)(=O)Nc1ccc(C2=NN(C(=O)c3ccco3)C(c3ccccc3)C2)cc1 (centres undefined) | 0.74 | -0.18 | 1.2 | -1.4 | i | -3 | -0.61 | 1166 | 16% | 20% | 1.8 | 2.5 | 11 | -26 | 653 | 3.8% | i
OCCCC1CCCN(Cc2cn[nH]c2-c2ccc(F)cc2F)C1 (centres undefined) | -0.38 | -0.3 | -0.38 | 0.76 | i | -18 | -0.56 | 1634 | -4% | 2% | 3.6 | 1.9 | 0.2 | 9 | 725 | 0.8% | i
CCOC(=O)c1[nH]cnc1C(=O)Nc1ccc(Cl)cc1 | -0.41 | -0.26 | -0.07 | 0.26 | i | -3 | -1.5 | 1485 | -6% | 3% | 2.7 | 2.1 | 0.2 | 23 | 730 | -0.8% | i
CC(C)(C)OC(=O)N1CCCC1C(=O)N1CCc2ccccc21 (centres undefined) | -0.42 | -0.26 | 0.43 | 1.8 | i | -2 | . | . | -6% | -2% | 1.8 | 1.9 | 10 | 15 | 740 | -0.6% | i
CC(C)C(=O)N1CCN(c2ccc(NC(=O)COc3ccccc3[N+](=O)[O-])cc2)CC1 | -0.14 | -0.24 | 0.18 | 1.1 | i | 10 | 2.5 | 1397 | 1% | 3% | 3.1 | 1.8 | 6.0 | -6 | 690 | -0.6% | i
CC1(C)C(=O)OC(c2c3ccccc3cc3ccccc23)C(C)(C)C1=O (centres undefined) | -1.2 | -0.25 | -0.46 | 0.67 | . | . | -0.46 | 1108 | -11% | 8% | . | . | . | -13 | 729 | . | i
COc1ccc(CCNC(=O)Cc2cc(OC)c(OC)cc2[N+](=O)[O-])cc1OC | -0.4 | -0.19 | 0.35 | 0.73 | i | 7 | -0.1 | 1188 | 17% | -1% | 2.7 | 1.6 | 8.7 | . | . | -2.1% | i
CN(C(=O)CSc1nnc(-c2n[nH]c3ccccc23)o1)c1ccccc1 | -0.35 | -0.23 | -0.072 | 0.056 | i | 6 | 0.69 | 1533 | 3% | 0% | 3.0 | 2.2 | 6.7 | 0 | 655 | -2.4% | i
CCOC(=O)NC1C=CS(=O)(=O)C1 (centres undefined) | -0.62 | -0.18 | -0.26 | 0.42 | i | 54 | -0.69 | 1171 | 4% | -2% | 1.6 | 1.6 | 5.6 | . | . | 0.3% | i
COC(=O)c1cnn2c(C(F)(F)F)cc(-c3ccco3)nc12 | -0.16 | -0.28 | 0.042 | 1.3 | i | -9 | -0.27 | 1243 | -139% | 9% | 2.1 | 0.4 | 26 | 19 | 670 | . | i
O=C(c1ccccc1)C(Sc1ncn[nH]1)c1ccccc1 (centres undefined) | 0.064 | -0.037 | 0.43 | -0.17 | i | 2 | -0.45 | 1232 | 13% | 2% | 2.2 | 0.5 | 40 | -6 | 719 | -2.0% | i
CS/C(=N\S(=O)(=O)c1ccccc1)c1ccccc1 | -0.76 | -0.16 | -0.2 | 0.098 | i | -7 | 0.14 | 1372 | 16% | 0% | 1.1 | 1.5 | 8.9 | 9 | 604 | -5.6% | i
Brc1ccc(Nc2ncnc3[nH]ncc23)cc1 | 0.13 | -0.24 | 0.15 | 0.021 | . | . | -0.48 | 1213 | 9% | 4% | . | . | . | 0 | 696 | . | i

Entries of single compounds from above. Order of screens: Dynein cargo inh, Dynein cargo inh cytoplasmic EGFP, Dynein cargo inh nuclear GR-EGFP, Dynein cargo inh cell count, Autophagy mod, Autophagy mod cell loss 18 h, Insulin prom up, Insulin prom up cell count, M17LAP inhibition, P. falciparum M1AAP, MT stabilize HCS, MT stabilize HCS Hoechst-high %, MT stabilize HCS cytotoxicity %, Lipid droplet, Lipid droplet cells 6.5 µM, ER stress rescue, Yfh1-depleted yeast
`CCCCCCn1c(Br)nc2c1c(=O)n(C)c(=O)n2C` in the list: -0.39, -0.19, -0.27, 0.29, i, 3, 0.78, 1487, 6%, 0%, 5.2, 3.7, 7.7, -19, 676, -0.5%, i
`OCCCC1CCCN(Cc2cn[nH]c2-c2ccc(F)cc2F)C1` (centres undefined) in the list: -0.38, -0.3, -0.38, 0.76, i, -18, -0.56, 1634, -4%, 2%, 3.6, 1.9, 0.2, 9, 725, 0.8%, i

An excerpt from above, showing only M17LAP inhibition, Yfh1-depleted yeast and Dynein cargo inh cell count.
| Molecule | M17LAP inhibition | Yfh1-depleted yeast | Dynein cargo inh cell count |
| --- | --- | --- | --- |
| CCSc1nnc(NC(=O)C2C3CCC(C3)C2C(=O)O)s1 (centres undefined) | 2% | i | 0.63 |
| CC(C)C(=O)N1CCN(c2ccc(NC(=O)COc3ccccc3[N+](=O)[O-])cc2)CC1 | 1% | i | 1.1 |
| COc1ccc(-c2nnc(SCC(=O)NC(C)C)n2CC2CCCO2)cc1OC (centres undefined) | 1% | i | -1.1 |

Rows are unselected; any-hit rate near 3.5%.
